Bioassay records (PubChem)
KCNH2 3.1 block: KCNH2 3.1 (human) potassium channel inhibition | activity change, % (tested at about 1.8 µM) | U2OS KCNH2 3.1, thallium flux FluxOr; active compounds read low | AID 720553 | hit rate 0.95% among 340,000;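 active means maximum activity change below -70%; inconclusive means maximum activity change from -70% to -50%; inactive means maximum activity change above -50%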;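 further: thallium influx rate constant from kinetic fluorescence after stimulation buffer; on the % scale 0 is the no-effect control and ±100 the full control effect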
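Measured as rate of thallium-driven FluxOr signal in transduced U2OS cells carrying the 3.1 channel, read kinetically for 2 min upon stimulation; values are rate constants scaled to DMSO control wells.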
FLuc counter: firefly luciferase modulation, counter-screen for miR-21 project. P08659. purified FLuc, Km substrates, luminescence inhibition. Potency, µM (highest dose often 57.5 µM), without a hit: at the highest dose activity change, negative = inhibition, hits mostly inhibitors. hit rate 6.9% among 360,000;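 further: potency means the concentration at half of the fitted maximal effect; plate controls were vehicle for no effect and reference inhibitor for full effect; nearly all actives have a fitted effect of over 55% in size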
Target sequence (P08659 whole entry, looked up): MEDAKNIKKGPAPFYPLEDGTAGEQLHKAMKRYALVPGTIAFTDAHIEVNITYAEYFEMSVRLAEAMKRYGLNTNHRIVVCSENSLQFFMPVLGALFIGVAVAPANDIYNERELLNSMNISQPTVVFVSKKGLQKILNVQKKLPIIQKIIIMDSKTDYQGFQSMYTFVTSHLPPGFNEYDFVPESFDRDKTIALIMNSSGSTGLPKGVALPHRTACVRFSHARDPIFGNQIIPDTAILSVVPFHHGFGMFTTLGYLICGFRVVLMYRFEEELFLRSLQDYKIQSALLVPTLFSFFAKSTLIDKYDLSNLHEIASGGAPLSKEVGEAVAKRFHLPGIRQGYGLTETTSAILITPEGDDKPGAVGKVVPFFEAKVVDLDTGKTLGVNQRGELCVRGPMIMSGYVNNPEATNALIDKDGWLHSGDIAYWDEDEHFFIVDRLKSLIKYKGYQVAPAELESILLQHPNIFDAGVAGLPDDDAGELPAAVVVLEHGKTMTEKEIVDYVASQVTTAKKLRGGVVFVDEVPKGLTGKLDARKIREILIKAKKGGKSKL
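Biochemical qHTS of compounds, final roughly 60 µM downward over six points, against 10 nM purified firefly luciferase using Km concentrations of substrates (10 uM D-luciferin, 10 uM ATP) in Tris acetate pH 7.5 buffer; luminescence output.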
Rab9 promoter act: activators of Rab9 promoter; Huh7 Rab9 promoter-luciferase reporter, luminescence, 24 h; Potency, µM (doses to about 9.22 µM), without a hit: top-dose activation, negative = inhibition, actives largely listed as activators; hit rate 2.8% among 320,000; AID 485297; further: potency means the concentration at half of the fitted maximal effect; % of control where 0% means no effect; nearly all actives have a fitted effect of over 60% in size
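Luminescence read-out: Huh7 cells stably expressing Rab9-luciferase, treated 24 h with compound at 37 °C, then lysed with luciferase reagent for 10 min at ambient before reading.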
Tb PFK block: inhibitors of T. brucei phosphofructokinase; O15648; T. brucei PFK, ADP-Glo luminescence; Potency, µM (top dose mostly 57.5 µM), for the others: at the highest dose activity, negative = inhibition, most hits filed as inhibitors; hit rate 0.17% among 330,000; AID 485367;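 further: potency means the concentration at half of the fitted maximal effect; 0% = uninhibited 1x PFK enzyme wells and -100% = no-enzyme wells; nearly all actives have a fitted effect of over 60% in size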
Target sequence (O15648 whole entry, looked up): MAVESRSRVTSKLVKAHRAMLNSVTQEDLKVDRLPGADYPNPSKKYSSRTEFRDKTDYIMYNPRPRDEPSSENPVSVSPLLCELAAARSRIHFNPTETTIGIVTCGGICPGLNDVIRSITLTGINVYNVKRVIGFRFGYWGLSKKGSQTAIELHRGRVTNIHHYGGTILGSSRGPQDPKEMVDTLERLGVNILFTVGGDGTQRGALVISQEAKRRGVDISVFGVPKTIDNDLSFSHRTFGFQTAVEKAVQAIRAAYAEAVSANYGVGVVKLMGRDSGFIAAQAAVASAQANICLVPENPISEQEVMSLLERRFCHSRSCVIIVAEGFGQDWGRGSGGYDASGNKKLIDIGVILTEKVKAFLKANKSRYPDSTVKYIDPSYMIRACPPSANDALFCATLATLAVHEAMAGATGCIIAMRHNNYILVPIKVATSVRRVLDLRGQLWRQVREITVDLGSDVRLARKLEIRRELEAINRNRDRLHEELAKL
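ADP-Glo luminescence quantified ADP after 45 min at room temperature, with 1.25 nM T. brucei PFK, 0.1 mM ATP and 0.5 mM fructose-6-phosphate in pH 8.0 TEA buffer. qHTS titrations up to 57 µM; curves classified by quality.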
VP16 counter: Gal4-VP16 reporter inhibition counter-screen; Drosophila S2 Gal4-VP16 UAS-luciferase, luminescence, 20 h; Potency, µM (doses to about 53.6 µM), for the others: top-dose activity, negative = inhibition, usual class: inhibitors; hit rate 3.5% among 310,000; AID 2546;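 further: Gal4-VP16 expression switched on by copper sulfate through the metallothionein promoter; potency means the concentration at half of the fitted maximal effect; on the % scale 0 is the no-effect control and ±100 the full control effect; nearly all actives have a fitted effect of over 50% in size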
Giardia kill: kills Giardia lamblia; Giardia lamblia trophozoite viability; activity change, % at 7.66 µM, hits read low; hit rate 0.15% among 340,000; AID 540267; in the data active means activity change below about -80%; inconclusive means between about -30% and that limit;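 further: parasites exposed to compound for two days anaerobically before the ATP read; on the % scale 0 is the no-effect control and ±100 the full control effect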
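Giardia lamblia trophozoites (100 cells/well) were incubated with compounds for 48 h at 37 deg C under anaerobic conditions. Viability was read as ATP content by one-step luminescence after 15-30 min at room temperature.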
RORgamma inh: ROR gamma (mouse) transcription inhibition; Potency, µM (top dose mostly 53.6 µM), without a hit: at the highest dose activity change, negative = inhibition, most hits filed as inhibitors; AID 2551; hit rate 5.4% among 310,000; Drosophila S2 Gal4-RORgamma UAS-luciferase reporter, 20 h; P51450; further: potency means the concentration at half of the fitted maximal effect; on the % scale 0 is the no-effect control and ±100 the full control effect; nearly all actives have a fitted effect of over 60% in size
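Luminescence from a UAS-regulated Photinus luciferase reporter in stably transfected Drosophila Schneider cells is measured; decreased signal marks ROR gamma inhibition. Fusion expression is induced by 700 uM copper sulfate for 20 hr.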
ELG1 genotoxic: induces genotoxicity in HEK293T cells with luciferase-tagged ELG1. HEK293T ELG1-luciferase reporter, luminescence, 16 h. Potency, µM (highest dose often 46 µM), for the others: at the top dose activity change, positive = activation, actives largely listed as activators. hit rate 1.3% among 330,000. AID 504466; further: potency means the concentration at half of the fitted maximal effect; % of control where 0% means no effect; nearly all actives have a fitted effect of over 60% in size
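Step 1: seed 2,000 HEK293T ELG1-luciferase cells per well. Step 2: add compound or DMSO, incubate 16 hr at 37 °C. Step 3: ONE-Glo, 30 min at room temperature, read luminescence.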
uPA surface inh: inhibitors of cell surface uPA generation. AID 540303. Potency, µM (top dose mostly 38.3 µM), for the others: top-dose activity change, negative = inhibition, most hits filed as inhibitors. cell surface uPA generation assay, qHTS. hit rate 0.31% among 330,000; active means well fitted inhibition curve with a large enough effect; inconclusive means small, poorly fitted or top-dose-only effect; inactive means no such curve, though single readings can be large or run the other way; tested in mouse RAW 264.7 cells; further: potency means the concentration at half of the fitted maximal effect; on the % scale 0 is the no-effect control and ±100 the full control effect; nearly all actives have a fitted effect of over 55% in size
NPC1 prom act: NPC1 promoter activation | Huh7 NPC1 promoter luciferase reporter, 24 h | Potency, µM (titrated, usually from 9.22 µM), without a hit: at the top dose activation, usual class: activators | hit rate 2.4% among 320,000 | AID 485313;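 further: potency means the concentration at half of the fitted maximal effect; % of control where 0% means no effect; nearly all actives have a fitted effect of over 60% in size; reporter is driven by a mutant NPC1 promoter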
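Stable NPC1-promoter luciferase Huh7 line; cpd (DMSO) 24 h, 37 °C, 5% CO2; Amplite luciferase reagent 10 min RT; luminescence readout. qHTS format.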
FBPA coupling cs: coupling enzyme interference in Giardia aldolase counter-screen; coupling enzyme system counterscreen, AmpLite Red fluorescence; hit rate 0.67% among 290,000; activity change, negative = inhibition, % at 58.2 µM, hits read low; in the data active means activity change below about -30%; further: on the % scale 0 is the no-effect control and ±100 the full control effect
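Compounds tested against the coupling enzymes alone at 57.5 uM final; readout was AmpLite Red fluorescence (525/598 nm) after 20 min at RT.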
Starred values were filed as active, the others as inactive; ? = inconclusive; . = not tested or not shown; & = joins results of further samples; [ ] = remark or other dose. Unless noted, the call rests on the fitted dose curve; in most records, active means well fitted curve in the direction sought with a large enough effect; inconclusive means small, poorly fitted or top-dose-only effect, or another doubt; inactive means no such curve, though single readings can be large; an effect the other way counts as inactive or inconclusive.

SMILES | KCNH2 3.1 block | FLuc counter | Rab9 promoter act | Tb PFK block | VP16 counter | Giardia kill | RORgamma inh | ELG1 genotoxic | uPA surface inh | NPC1 prom act | FBPA coupling cs
NC(=O)c1nn(-c2ccccc2)nc1NC(=O)CN1CCCCC1 | 5 | ? | -1% | 0% | 1% | ? | 1% | -1% | -1% | -2% | -2
CCOc1cc(N2CCOCC2)c(OCC)cc1NC(=O)C(C)Oc1ccccc1 (centres undefined) | 13 | . | . | -15% | . | 6 | . | -4% | 0% | . | .
O=C(Cc1ccccc1)Nc1cccc(-c2nc3ncccc3o2)c1 | -15 | 0% | 1% | -5% | 2% | -4 | 5% | 3% | 1% | 0% | 3
C1=C(c2ccccc2)Nc2ccccc2N=C1c1ccccc1 | -24 | -1% | -2% | -6% | -10% | 10 | ? | -5% | -8% | -1% | -1
O=C(CSc1nc2[nH]ncc2c(=O)n1-c1ccccc1)NCc1cccs1 | -1 | -4% | -5% | -1% | 1% | -26 | 44% | 1% | -2% | -8% | 1
COCc1cc(C)n(CC(=O)Nc2ccc(N3CCOCC3)c(Cl)c2)c(=O)c1C#N | 5 | -2% | -7% | 1% | 1% | -16 | -8% | -7% | 2% | -2% | -9
O=C(CSc1nc2nn(-c3ccccc3)c(=O)c-2c2n1CCCCC2)c1ccc(O)c(O)c1 | 11 | -2% | 0% | ? | . | 2 | . | 5% | -4% | -2% | .
c1cncc(-c2nc(-c3ccc4c(c3)OCO4)cs2)c1 | 1 | 4.8µM* | 1.6µM* | -4% | -4% | -6 | -24% | ? | -8% | 2.8µM* | 0
O=C1CC(C(=O)O)S/C(=N\NC(=O)c2ccc(F)cc2)N1 (centres undefined) | 0 | 4% | 0% | 0% | 4% | -3 | -20% | -2% | 0% | 0% | 0
O=C(Cn1c2ccccc2c(=O)c2ccccc21)Nc1cccc(F)c1 | -1 | 8% | -5% | 0% | -2% | 1 | 4% | 1% | -10% | 2% | 3
CNc1nc(N)c(C(=O)C23CC4CC(CC(C4)C2)C3)s1 | 16 | ? | 1% | -5% | -21%[10 µM] | 14 | 0% | 1% | -4% | -12% | 1
CCOC(=O)N1CCN(C(=O)c2ccc(Cl)c(S(=O)(=O)N3CCOCC3)c2)CC1 | -8 | -1% | 1% | 0% | 0% | -6 | 1% | 5% | 5% | 1% | 0
O=C(COc1cccc(NC(=O)c2cccc([N+](=O)[O-])c2)c1)c1ccc(F)cc1 | -43 | ? | 0% | -7% | -11% | 2 | ? | -14% | 6% | -2% | -5
CCC(C)c1ccc(O)c(NC(=O)c2ncn[nH]2)c1 (centres undefined) | 2 | ? | 1% | 0% | 13% | -10 | 43% | 0% | -12% | 5% | -25
O=C(NC1CCCCC1)N1CCCC1 | -1 | 1% | 2% | -1% | -12% | 8 | -22% | 3% | 3% | 0% | 0

Entries of single compounds as entered above.
`CCOC(=O)N1CCN(C(=O)c2ccc(Cl)c(S(=O)(=O)N3CCOCC3)c2)CC1` in the list: KCNH2 3.1 block = -8; FLuc counter = -1%; Rab9 promoter act = 1%; Tb PFK block = 0%; VP16 counter = 0%; Giardia kill = -6; RORgamma inh = 1%; ELG1 genotoxic = 5%; uPA surface inh = 5%; NPC1 prom act = 1%; FBPA coupling cs = 0
`CNc1nc(N)c(C(=O)C23CC4CC(CC(C4)C2)C3)s1` in the list: KCNH2 3.1 block = 16; FLuc counter = ?; Rab9 promoter act = 1%; Tb PFK block = -5%; VP16 counter = -21%[10 µM]; Giardia kill = 14; RORgamma inh = 0%; ELG1 genotoxic = 1%; uPA surface inh = -4%; NPC1 prom act = -12%; FBPA coupling cs = 1

Later entries.
SMILES | KCNH2 3.1 block | FLuc counter | Rab9 promoter act | Tb PFK block | VP16 counter | Giardia kill | RORgamma inh | ELG1 genotoxic | uPA surface inh | NPC1 prom act | FBPA coupling cs
COc1ccccc1NC(=O)NCCc1ccccc1 | -7 | -5% | 1% | 2% | -5% | -7 | 11% | 8% | -9% | -9% | .
CCOC(=O)N1CCC(NC(=O)c2ccc(N3CCC4(CC3)OCCO4)c([N+](=O)[O-])c2)CC1 | 10 | -8% | 3% | -4% | -16% | 6 | 21% | -12% | -6% | -4% | 4
O=C1/C(=C\c2cccnc2)Sc2ccccc21 | -11 | 6.7µM* | 2% | -1% | ? | -14 | ? | ? | -11% | 0% | 0
O=C(Nc1ccc(N2CCN(C(=O)c3ccco3)CC2)cc1)c1ccccc1F | -5 | -9% | 0% | -6% | 6% | 16 | 27% | -7% | -6% | 12% | 2
CCOc1ccc(S(=O)(=O)N2CCCC(C(=O)Nc3cccc(C)c3)C2)cc1 (centres undefined) | 2 | 2% | -5% | -2% | -19% | -10 | 161% | -20% | 1% | -3% | 1
NC(=O)CSc1cn(Cc2cccc(F)c2)c2ccccc12 | -4 | -4% | 2% | 1% | -10% | 26 | 9% | -8% | -2% | -5% | 1
Cn1c(SCc2ccccc2)nnc1-c1cccs1 | -1 | ? | ? | -1% | -4% | -5 | 8% | ? | -1% | ? | 3
CC(=O)Nc1ccc(SCC(=O)c2cc(C)ccc2C)cc1 | -7 | 2% | 17% | -1% | -21% | 14 | -9% | 3% | 0% | 7% | 3
COc1ccc(C)cc1N(CC(=O)NC1CCCC1)C(=O)Cn1nnc(-c2ccc(C)o2)n1 | -101* | -1% | -2% | 2% | 17% | -1 | 18% | -1% | -1% | -4% | -1
Cc1cc(OCC(=O)N(C)c2ccccc2)cc2c1C(=O)CC(C)(C)O2 | 1 | -6% | -1% | 0% | 1% | 14 | ? | 2% | -5% | -3% | 5
COc1ccc(CN(C)C(=O)c2cccc(NS(=O)(=O)c3ccccc3)c2)c(OC)c1 | -11 | 1% | 6% | -1% | 4% | -8 | 4% | -4% | -3% | -5% | .
Cc1oc2cc(OC(C)C(=O)O)ccc2c(=O)c1Oc1ccccc1 (centres undefined) | 14 | -4% | 1% | -1% | 0% | -12 | -11% | 1% | -2% | 0% | 3
CC(CNC(=O)C(=O)NC(C)CCc1ccccc1)Cc1ccccc1 (centres undefined) | -13 | -2% | 5% | ? | -3% | -10 | -13% | 1% | 1% | 0% | -4
COC(=O)c1ccc(NC(=O)C2CC(=O)N(c3cc(C)ccc3C)C2)cc1 (centres undefined) | -4 | 0% | -3% | -2% | -13% | -1 | 0% | -8% | -3% | -4% | 0
COc1ccc(NC(=O)COc2ccc(N(C)S(=O)(=O)c3ccc(Cl)cc3)cc2)cc1OC | 7 | 0% | -37%[inhibitor] | 18% | . | -24 | . | -9% | -7% | -27% | .
Cc1cc(Cl)ccc1NC(=S)NCC(O)c1ccccc1 (centres undefined) | -5 | -9% | 6% | -8% | ? | 2 | ? | -2% | 7% | 13% | 1
O=C(Nc1cnn(Cc2ccc(F)cc2)c1)c1cnn2c(C(F)F)cc(-c3ccccc3)nc12 | -12 | -5% | -5% | -6% | 2% | 5&37 | -15% | -7%&-5% | -1% | -9% | 2
CCN(CC)c1ccc(/C=C(\C#N)C(=O)NCc2ccco2)cc1 | . | ? | 17% | 0% | -1% | . | ? | 6% | . | 29% | 2
COCCNC(=O)CSc1nc2cc(OC)c(OC)cc2c(=O)n1CCc1ccc(S(N)(=O)=O)cc1 | 4 | 3% | -3% | -3% | 2% | 7 | 15% | -5% | 3% | -3% | 1
CCOc1ccccc1C(=O)NC(C(=O)OCC(=O)Nc1nnc(-c2ccccc2)o1)C(C)C (centres undefined) | 2 | 0% | 3% | 3% | 5µM* | 4 | 2.2µM* | -2% | 9% | 2% | 21
COc1ccccc1/C=C/C(=O)NC(=S)Nc1ccc(S(=O)(=O)N(C)c2ccccc2)cc1 | -3 | 5% | 0% | 0% | 5% | 6 | 13µM* | 5% | 4% | -2% | -5
CCOC(=O)C1CCCN(S(=O)(=O)c2ccc3c(c2)CC(C)N3C(=O)C2CC2)C1 (centres undefined) | -9 | 2% | 0% | 0% | -19% | -10 | 16% | -5% | -9% | 0% | 2

Arranged by the number under Rab9 promoter act (descending): 4 of the compounds above
| Molecule | Rab9 promoter act |
| --- | --- |
| CCN(CC)c1ccc(/C=C(\C#N)C(=O)NCc2ccco2)cc1 | 17% |
| Cc1cc(Cl)ccc1NC(=S)NCC(O)c1ccccc1 (centres undefined) | 6% |
| COc1ccccc1/C=C/C(=O)NC(=S)Nc1ccc(S(=O)(=O)N(C)c2ccccc2)cc1 | 0% |
| O=C(Nc1cnn(Cc2ccc(F)cc2)c1)c1cnn2c(C(F)F)cc(-c3ccccc3)nc12 | -5% |
